Assay outcomes: PubChem BioAssay, several laboratories
CSN deneddyl inh = CSN deneddylation inhibition. Purified CSN, SCF-Nedd8-OG deneddylation, fluorescence polarization. inhibition, % at 12.5 µM. actives 0.38% (n = 360,000). AID 651999;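 active = pattern-corrected inhibition above about 35%, with an unprinted fluorescence ratio check between 0.5 and 1.5, limit read from the data, passing the limit was not always enough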;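 also: 0% = enzyme with substrate and 100% = substrate without enzyme; some results filed as inactive read as strong as hits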
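Material: purified human Csn5 enzyme expressed in HEK293T cells / Medium: Tris buffer pH 7.5, NaCl, DTT, Tween-20, trehalose, ovalbumin / Compound dosing: 12.5 µM single point / Schedule: 90 min incubation of compound, enzyme and substrate at room temperature / Signal: fluorescence polarization of the substrate / Control set: no-enzyme wells high, enzyme-with-substrate wells low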
Rin1-Abl PPI inh = human Rin1-Abl interaction inhibition; TR-FRET Rin1/Abl binding, biochemical; inhibition, % at 7.35 µM; actives 0.4% (n = 360,000); in the data active = inhibition above about 5%, passing the limit was not always enough
NadD inh = blocks S. aureus nicotinate mononucleotide adenylyltransferase. purified NadD enzyme, colorimetric absorbance read-out. inhibition, % at 20 µM. actives 0.78% (n = 360,000). AID 602399; in the data active = inhibition above about 26%; also: some compounds past the cut are filed as inactive
Neddyl block = cullin neddylation inhibition; TR-FRET cullin neddylation, biochemical; calls only at 25 µM; actives 0.58% (n = 360,000); AID 651699; in the data active = inhibition above about 36%
MT1-MMP act inh = blocks activation of human MT1-MMP; actives 0.061% (n = 360,000); AID 651647; P50281; HT1080 RFP-PRO-GFP cells, GFP/RFP ratio fluorescence, overnight; percent of plate control window, DMSO zero; GFP/RFP ratio change, % at 20 µM;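 active = GFP/RFP ratio change of at least 30% with cell ATP level not reduced by more than half and red fluorescence within 50% of control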; also: strong numbers were not always called active
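Test system: HT1080 RFP-PRO-GFP cells; Benchmarks: DMSO and RFP-L50D-GFP cell wells; Timing: cells overnight before dosing, compound overnight, 37 °C, 5% CO2; Compound: one 20 µM compound dose with 1% DMSO; Read-out: GFP/RFP fluorescence ratio.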
PABP1 MLLE inh = inhibitors of microRNA-mediated deadenylation, human PABP1 MLLE binding. actives 0.36% (n = 360,000). GST-MLLE / FITC-PAM2 fluorescence polarization. inhibition, % at 20 µM. AID 588489; in the data active = inhibition above about 35%, passing the limit was not always enough;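 also: plate controls were DMSO wells with GST-MLLE for no effect and wells lacking GST-MLLE protein for full effect; some results filed as inactive read as strong as hits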
Rpn11 block = inhibitors of human proteasome Rpn11 | calls only at 20 µM | actives 0.59% (n = 360,000) | human 26S proteasome, Ub4-pepOG fluorescence polarization; 20S core pre-blocked with epoxomicin;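 active = inhibition at 20 µM, scaled to each plate's controls, above about 33%, limit read from the data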
FAS TE block = blocks the thioesterase domain of human fatty acid synthase; P49327; recombinant FAS-TE, OMFH fluorogenic substrate, fluorescence endpoint; inhibition, % at 15 µM; actives 0.67% (n = 360,000);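 active = compounds whose normalised, plate-corrected inhibition of enzyme fluorescence in the single-dose primary screen is 50% or more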;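 also: 0% = DMSO with enzyme and 100% = substrate without enzyme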
Target sequence (P49327 whole entry, looked up, the tested form may be a part): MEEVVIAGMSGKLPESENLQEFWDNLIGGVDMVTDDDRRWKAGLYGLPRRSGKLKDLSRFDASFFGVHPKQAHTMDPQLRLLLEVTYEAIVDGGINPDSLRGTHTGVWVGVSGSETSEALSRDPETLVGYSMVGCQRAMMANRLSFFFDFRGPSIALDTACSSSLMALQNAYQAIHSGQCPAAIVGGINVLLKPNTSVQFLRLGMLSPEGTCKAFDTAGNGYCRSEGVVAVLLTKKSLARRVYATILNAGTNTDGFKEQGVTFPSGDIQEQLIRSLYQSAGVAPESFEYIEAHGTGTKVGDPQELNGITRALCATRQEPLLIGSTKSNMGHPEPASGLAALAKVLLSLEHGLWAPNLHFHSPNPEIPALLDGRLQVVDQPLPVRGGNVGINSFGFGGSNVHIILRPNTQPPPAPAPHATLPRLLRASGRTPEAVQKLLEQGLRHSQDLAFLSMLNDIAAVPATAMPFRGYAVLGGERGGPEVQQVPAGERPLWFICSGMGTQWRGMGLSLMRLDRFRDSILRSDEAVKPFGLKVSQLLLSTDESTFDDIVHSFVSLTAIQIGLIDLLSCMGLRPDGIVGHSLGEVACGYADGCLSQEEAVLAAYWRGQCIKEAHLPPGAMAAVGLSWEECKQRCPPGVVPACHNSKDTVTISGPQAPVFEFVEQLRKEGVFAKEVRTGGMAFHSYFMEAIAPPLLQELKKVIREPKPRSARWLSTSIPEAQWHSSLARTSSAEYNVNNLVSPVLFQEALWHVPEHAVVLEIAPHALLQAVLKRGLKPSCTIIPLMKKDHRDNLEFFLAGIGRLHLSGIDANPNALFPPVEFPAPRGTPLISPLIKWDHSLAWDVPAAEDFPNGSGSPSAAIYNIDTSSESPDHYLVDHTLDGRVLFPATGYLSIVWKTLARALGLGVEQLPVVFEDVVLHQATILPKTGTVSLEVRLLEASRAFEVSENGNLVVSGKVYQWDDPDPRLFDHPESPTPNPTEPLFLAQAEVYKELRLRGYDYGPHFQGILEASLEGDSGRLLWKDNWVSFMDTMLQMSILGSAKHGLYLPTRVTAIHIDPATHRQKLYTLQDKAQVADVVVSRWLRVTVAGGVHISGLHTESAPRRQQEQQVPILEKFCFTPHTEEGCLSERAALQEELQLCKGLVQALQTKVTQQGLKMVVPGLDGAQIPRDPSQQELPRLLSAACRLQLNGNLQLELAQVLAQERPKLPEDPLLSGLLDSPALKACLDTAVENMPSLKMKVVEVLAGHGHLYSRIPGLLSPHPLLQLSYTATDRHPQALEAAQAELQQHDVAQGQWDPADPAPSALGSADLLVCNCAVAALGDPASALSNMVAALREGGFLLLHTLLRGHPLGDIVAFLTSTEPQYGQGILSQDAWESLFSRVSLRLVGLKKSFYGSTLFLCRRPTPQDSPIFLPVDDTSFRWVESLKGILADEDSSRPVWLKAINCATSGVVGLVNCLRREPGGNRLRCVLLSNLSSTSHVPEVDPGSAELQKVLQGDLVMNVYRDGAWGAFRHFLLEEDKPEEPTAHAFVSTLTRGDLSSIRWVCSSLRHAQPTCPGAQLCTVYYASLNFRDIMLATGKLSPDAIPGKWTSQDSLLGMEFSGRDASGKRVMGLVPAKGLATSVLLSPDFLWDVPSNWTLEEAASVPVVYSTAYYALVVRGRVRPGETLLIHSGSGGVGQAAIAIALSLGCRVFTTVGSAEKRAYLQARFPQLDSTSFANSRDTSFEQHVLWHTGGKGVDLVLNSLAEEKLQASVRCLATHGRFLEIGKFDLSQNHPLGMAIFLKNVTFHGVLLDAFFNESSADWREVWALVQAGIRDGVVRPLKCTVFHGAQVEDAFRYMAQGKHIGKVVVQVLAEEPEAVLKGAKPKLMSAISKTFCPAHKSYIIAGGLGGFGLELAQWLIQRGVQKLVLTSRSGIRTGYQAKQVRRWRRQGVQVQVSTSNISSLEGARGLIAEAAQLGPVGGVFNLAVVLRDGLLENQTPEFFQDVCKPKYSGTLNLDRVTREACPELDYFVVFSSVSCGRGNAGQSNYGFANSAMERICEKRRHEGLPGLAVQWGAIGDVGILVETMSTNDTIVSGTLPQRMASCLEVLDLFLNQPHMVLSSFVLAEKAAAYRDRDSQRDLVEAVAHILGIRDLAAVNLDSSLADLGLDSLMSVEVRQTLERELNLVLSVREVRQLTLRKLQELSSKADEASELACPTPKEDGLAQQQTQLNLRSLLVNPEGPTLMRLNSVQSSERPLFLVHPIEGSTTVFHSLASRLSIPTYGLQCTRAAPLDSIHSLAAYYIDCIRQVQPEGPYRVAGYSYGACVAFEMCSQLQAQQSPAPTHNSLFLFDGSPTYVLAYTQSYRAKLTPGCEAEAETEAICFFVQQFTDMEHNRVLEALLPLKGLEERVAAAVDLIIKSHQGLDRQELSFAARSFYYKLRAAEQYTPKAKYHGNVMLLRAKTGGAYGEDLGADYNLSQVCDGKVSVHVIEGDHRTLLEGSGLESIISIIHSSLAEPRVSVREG
SKN-1 inh = blocks SKN-1 activity in C. elegans. AID 624304. inhibition, % at 21.8 µM. actives 0.49% (n = 360,000). C. elegans VP596 Pgst-4::GFP/RFP ratio, acrylamide-induced, 24 h;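 active = interference check ratio from 0.5 to 1.5 plus GFP to RFP signal ratio inhibition reaching or exceeding a fixed threshold, cut at about 30% in these data, passing the limit was not always enough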; also: some compounds called inactive have numbers as strong as hits
* = called active by the depositor; i = inactive; / = not tested or not shown.

compound,Rpn11 block,MT1-MMP act inh,CSN deneddyl inh,FAS TE block,NadD inh,Rin1-Abl PPI inh,PABP1 MLLE inh,Neddyl block,SKN-1 inh
O=C(C1=C[C@@H](c2csc3ccccc23)C[C@@H](OCc2ccc(CO)cc2)O1)N1CCN(Cc2ccccc2)CC1,i,-3,2,15,5,2,2,i,1
CCOC(=O)CCn1cc(F)c(=O)[nH]c1=O,i,-2,0,-5,0,1,5,i,-4
CCS(=O)(=O)c1nc(S(=O)(=O)c2ccc(Cl)cc2)c(N2CCN(C)CC2)s1,i,-9,1,-6,-6,0,0,i,-6
CCOc1ccc(NC(=S)NC(=O)/C=C/c2ccc(OC)cc2)c([N+](=O)[O-])c1,i,0,-2,-5,20,-2,26,i,-6
Cc1ccc(NC(=O)CSCc2cc(=O)n3cc(C)sc3n2)c(C)c1,i,1,-1,-2,-5,2,12,i,-3
Cc1cc(C(=O)COC(=O)CNC(=O)c2ccccc2)c(C)n1CC1CCCO1 (stereo unspecified),i,-1,5,-1,-2,-3,15,i,6
COc1ccc2nc(-n3c(C)ccc3C)sc2c1,i,-4,4,2,5,-2,-6,i,4
CCC(=O)Nc1nn(C)c2nc3c(C)cccc3cc12,i,3,2,0,-1,0,-11,/,11
CC(=O)N/C(=N/c1nc(C)cc(C)n1)Nc1ccc(F)cc1F,i,-3,-5,-1,-4,3,13,i,-4
Cc1ccccc1NC(=O)CC1C(=O)Nc2ccccc2N1CC(=O)N(C)C1CCS(=O)(=O)C1 (stereo unspecified),i,-1,-1,-4,-3,4,-3,i,1
C#CCOc1ccc(/C=C2\SC(=S)N(Cc3cccnc3)C2=O)cc1,i,6,-13,4,8,1,-8,i,-8
O=S1(=O)CCOC[C@H](Cc2ccccc2)N1Cc1cccc(Cl)c1,i,0,-1,32,-8,4,7,i,15
Cc1cc(C)cc(C(=O)NCC(=O)OCC(=O)NCc2ccco2)c1,i,-7,-12,0,5,1,2,i,0
Cc1cc(NC(=O)c2ccc3c(c2)C(=O)N(c2cccc(C)c2C)C3=O)no1,i,0,-1,-2,-5,3,-15,i,8
CCOc1cc(/C=N/n2cnnc2)cc(Br)c1O,i,3,1,-6,-3,-1,-13,i,12
Cc1cc(=O)[nH]c(SCC(=O)NCC2CCCCC2)c1C#N,i,-2,-4,-4,-4,-2,-1,i,-1
Cc1ccc(N(C(=O)Nc2ccccc2)C2=NCC(C)S2)cc1 (stereo unspecified),i,9,0,2,-2,-7,-53,i,9
Cc1ccccc1NC(=O)CSc1[nH]c(=O)cc(C)c1C#N,i,9,3,2,0,-3,-43,i,10
COCCNc1nc(NCCOc2ccccc2Cl)c2sccc2n1,i,4,-2,0,-8,-2,10,i,-3
COc1ccc(S(=O)(=O)N2CCOCC2)cc1NC(=O)CCCSc1ccccc1,i,1,1,4,-4,-3,-26,i,1
CCOC12CC(C)(C)CC(C)(CC3=C1C(=O)CC(C)(C)C3)C2 (stereo unspecified),i,-11,-4,-7,3,-1,10,i,-4
Cc1ccc(-c2c(C(=O)O)c3ccccc3[nH]c2=O)cc1,i,-2,1,-4,-3,-1,3,i,9
CC(C)(C)c1ccc(S(=O)(=O)NNC(=O)c2cc3ccccc3[nH]2)cc1,i,-1,-2,32,-3,-2,3,i,17
COc1cc(C(=O)NNC(=O)c2ccc3c(c2)OCCO3)cc(OC)c1OC,i,-5,-4,-3,-2,2,-8,i,10
Cc1oc2ccccc2c1-c1cn2c(n1)SCC2,i,-9,10,-5,-3,-1,16,i,-5
Cc1nn(-c2ccccc2)c(C)c1NC(=O)COC(=O)c1ccccc1OC(F)F,i,-2,5,-7,-1,-3,16,i,17
COc1ccc(CCNC(=O)CSCc2ccc([N+](=O)[O-])cc2)cc1OC,i,2,-6,-2,-1,-1,-9,i,3
COc1ccc(-c2nc(CS(=O)CC(=O)NCc3ccc(C)cc3)c(C)o2)cc1OC (stereo unspecified),i,-9,2,2,-1,2,7,i,4
CCN(C(=O)CSc1nc2scc(-c3ccccc3)c2c(=O)n1C)C1CCS(=O)(=O)C1 (stereo unspecified),i,-7,0,-1,6,3,-7,i,-4
O=C(CCc1nnc2ccc(N3CCCC3)nn12)Nc1cc(F)ccc1F,i,1,2,-1,-1,1,-11,i,-3
CCOC(=O)c1c(NC(=O)CSc2nnc(Cc3ccccc3)o2)sc(C)c1C,i,3,2,-2,7,-2,8,i,-2
CCOCCc1nnc(NC(=O)C2CC(=O)N(c3ccc(OCC)cc3)C2)s1 (stereo unspecified),i,1,-3,-1,-3,-2,-3,i,-3
Cc1ccc(S(=O)(=O)N2CCN(C(=O)C(F)(F)F)C2c2ccc(N(C)C)cc2)cc1 (stereo unspecified),i,-3,-1,-5,-2,0,-7,i,8
CC(=O)c1cccc(NC(=O)CC2CCCC2)c1,i,3,2,0,-4,-1,1,i,10
O/C(=C\c1ccc2ccccc2n1)c1ccc(O)cc1O,/,-63,38,-5,2,-4,-110,i,9
O=C(Nc1nc(-c2ccc(S(=O)(=O)N3CCCCCC3)cc2)cs1)c1ccccc1,i,-3,5,35,14,-1,0,i,12
CCOc1ccc(NC(=O)c2ccc(Br)o2)c([N+](=O)[O-])c1,/,-14,20,-15,2,5,-25,i,-20
Cn1c(SCc2ccc(C#N)cc2Cl)nc2ccccc21,i,-5,0,15,3,0,12,i,8
COc1ccccc1NC(=O)Cc1nnc(SCC(=O)NC2CCCCC2C)n1C (stereo unspecified),i,1,2,-5,-3,2,13,i,2
CC(=C/c1ccccc1)/C=N/n1c(-c2ccco2)n[nH]c1=S,i,7,-3,-4,8,0,-26,i,14
COc1ccc(C2CC(c3cccs3)=NN2C(=O)CCl)cc1OC (stereo unspecified),i,-2,6,-3,-5,3,-44,i,17
CC(=O)c1cccc(NC(=O)C2CCCN(S(=O)(=O)c3cccc4nonc34)C2)c1 (stereo unspecified),i,-5,11,3,-2,1,-9,i,10
CC(=O)c1cccc(NC(=O)N2CCCc3ccccc32)c1,i,4,-4,-5,-4,-6,11,i,-3
Cc1ccc(C(=O)OCC(=O)Nc2cccc(S(=O)(=O)N3CCOCC3)c2)o1,i,-8,-5,-1,0,0,4,i,4
Cc1cccc(NC(=S)N(CCCN2CCOCC2)C(C)c2cc3ccccc3o2)c1C (stereo unspecified),i,5,0,20,-5,-1,-92,i,5
COC(=O)CCNc1ccc2c(c1)OCCO2,i,4,-5,-8,-2,-3,10,i,-1
S=c1[nH]ncn1NCc1cccc(Br)c1,i,1,1,-7,19,-2,6,i,0
O=C(c1ccc(S(=O)(=O)Nc2ccccc2F)cc1)N1CCN(c2ccccc2O)CC1,i,1,-2,-3,7,-2,-10,i,2
Cn1cc(S(=O)(=O)CC(=O)Nc2ccc(Br)cc2)c2ccccc21,i,0,-1,0,-3,0,-4,i,2
CCOc1ccc(NC(=O)c2ccc(CSc3nnnn3C)cc2)cc1,i,4,5,-7,-4,1,-15,i,-4

The list continues.
compound,Rpn11 block,MT1-MMP act inh,CSN deneddyl inh,FAS TE block,NadD inh,Rin1-Abl PPI inh,PABP1 MLLE inh,Neddyl block,SKN-1 inh
CCN(CC(=O)NCc1cccs1)CC(=O)Nc1c(Cl)ccc(C)c1Cl,i,1,-1,-6,-1,-1,10,i,6
CCCn1cc(S(=O)(=O)c2ccc(C)cc2)c(=O)c2cc(OCC)ccc21,i,-29,2,9,-6,-2,-10,i,2
O=C(NCc1ccccn1)[C@@H]1C[C@H]1[C@@H](NP(=O)(c1ccccc1)c1ccccc1)c1ccccc1,i,-3,4,-2,1,0,1,i,6
Cc1cccc(OCc2nnc(SCC(=O)N3CCc4ccccc43)n2C)c1,i,-10,0,2,0,-4,1,i,12
CCC1CCCCN1CCCNC(=O)Cn1cnc2sc(C)c(S(=O)(=O)N3CC(C)CC(C)C3)c2c1=O (stereo unspecified),i,-1,6,-6,-2,3,-15,i,23
CN1C[C@@H]2[C@@H]3C(=O)N(Cc4ccccc4)C(=O)[C@@H]3[C@](Cc3ccccc3)(C1=O)N2C(=O)c1ccc(Br)cc1,i,-6,-2,2,6,1,-5,i,11
COc1ccc(C2Nc3cccc4cccc(c34)N2)cc1Br,i,-3,-9,20,49*,1,-4,i,21
COc1ccccc1Oc1nc(-c2ccccc2)cc(C)c1S(C)(=O)=O,i,-3,1,20,-14,-3,-5,i,10
CCOC(=O)c1cccc(NC(=O)CSc2nnc(-c3ccncc3)n2CCCOC)c1,i,-2,0,-5,6,2,8,i,16
CCn1nc(C)c(C2C(C#N)=C(N)OC3=C2C(=O)CCC3)c1C (stereo unspecified),i,7,-5,-8,3,-1,6,i,1
CC(C)c1ccc(CNC(=O)C2CCCN2S(=O)(=O)c2ccccc2)cc1 (stereo unspecified),i,3,2,1,3,0,3,i,-1
NC(=O)c1ccsc1NC(=O)COC(=O)c1ccc(Cl)cc1,i,-2,-2,-1,-1,-1,-4,i,0
COC(=O)CCC(=O)NC(=S)Nc1ccc(S(=O)(=O)Nc2cc(C)on2)cc1,i,-4,0,-5,-3,1,12,i,-9
O=C(c1ccc(O)c(Cl)c1)N1CCN(S(=O)(=O)c2ccccc2)CC1,i,-8,2,-4,-2,4,15,i,-7
CCCCC(=O)O,i,9,1,-6,0,1,11,i,-2
Cc1ccc(NC(=O)C2CCCN2S(=O)(=O)c2ccc3c(c2)CCC(=O)N3)cc1Cl (stereo unspecified),i,7,-3,-2,2,-1,-5,i,3
O=C1NC2(O)C(=O)c3ccccc3C2(O)N1 (stereo unspecified),i,0,6,-3,3,0,5,i,14
COC(=O)c1c(N)[nH]c(C(=O)c2ccccc2)c1-c1ccc(Cl)cc1,/,2,5,1,6,/,/,i,6
CCN(CC(=O)Nc1ccc(NC(C)=O)cc1)C(=O)C1CCN(C(=O)c2ccccc2C)CC1,i,1,2,-7,-5,2,2,i,18
Cc1ccc2nc3[nH]c(=O)[nH]c(=O)c3c(N)c2c1,i,-1,3,-4,0,2,4,/,7

Shown field by field: 2 of the compounds above
CCN(CC(=O)Nc1ccc(NC(C)=O)cc1)C(=O)C1CCN(C(=O)c2ccccc2C)CC1
  Rpn11 block: i	MT1-MMP act inh: 1	CSN deneddyl inh: 2	FAS TE block: -7	NadD inh: -5	Rin1-Abl PPI inh: 2	PABP1 MLLE inh: 2	Neddyl block: i	SKN-1 inh: 18

Cc1ccc2nc3[nH]c(=O)[nH]c(=O)c3c(N)c2c1
  Rpn11 block: i	MT1-MMP act inh: -1	CSN deneddyl inh: 3	FAS TE block: -4	NadD inh: 0	Rin1-Abl PPI inh: 2	PABP1 MLLE inh: 4	Neddyl block: /	SKN-1 inh: 7

Next part
compound,Rpn11 block,MT1-MMP act inh,CSN deneddyl inh,FAS TE block,NadD inh,Rin1-Abl PPI inh,PABP1 MLLE inh,Neddyl block,SKN-1 inh
Cc1ccc2c(C(=O)CN3CCSCC3)c(C)[nH]c2c1,i,5,-6,0,6,0,19,i,2
CCN1CCN(c2nc3ccccc3nc2C(C#N)S(=O)(=O)c2ccc(C)c(C)c2)CC1 (stereo unspecified),i,2,1,-8,10,0,2,i,-3
COc1ccc(Nc2nc3ccc(C)cn3c(=O)c2/C=N/O)cc1,i,-2,-2,-87,1,-5,-2,i,17
O=C(NCc1cc([N+](=O)[O-])ccc1O)c1cccc(NS(=O)(=O)c2ccccc2)c1,i,0,-4,5,-5,-3,13,i,2
COc1ccccc1CN(C)C(=O)CSc1nnc(C2CC2)n1C1CC1,i,-3,0,-8,3,1,-1,i,-1
